14-3-3 Bad inh – disrupts binding of bovine 14-3-3 zeta to phospho-Bad peptide; AID 781; hit rate 0.71% among 220,000; P63103; TR-FRET 14-3-3zeta/Dy647-pBad peptide displacement, 1 h; inhibition, % at 21.7 µM;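 active means inhibition above about 70%, limit read from the data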;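 further: 0% = full 14-3-3 plus peptide FRET controls and 100% = background without 14-3-3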
Target sequence (P63103 whole entry, looked up): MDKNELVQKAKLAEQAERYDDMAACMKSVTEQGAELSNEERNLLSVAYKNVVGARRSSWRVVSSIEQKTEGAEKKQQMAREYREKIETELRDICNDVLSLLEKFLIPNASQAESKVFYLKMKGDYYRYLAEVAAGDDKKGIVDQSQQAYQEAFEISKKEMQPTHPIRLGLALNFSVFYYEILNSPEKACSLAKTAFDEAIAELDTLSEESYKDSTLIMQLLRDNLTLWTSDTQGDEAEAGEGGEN
EP2 mod – modulators of human EP2 prostaglandin E2 receptor | P43116 | EP2-expressing cells, cAMP HTRF FRET, PGE2 co-stimulation | induction, % at 25 µM | hit rate 0.83% among 260,000;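 active means compounds whose cAMP rise, as percent of the full-agonist control response, exceeds 60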;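 further: rat C6 glioma line stably carrying human EP2 under a CMV promoter; the protocol text gives 20 µM as final concentration; 100% = response of wells given 1 µM PGE2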
Target sequence (P43116 whole entry, looked up): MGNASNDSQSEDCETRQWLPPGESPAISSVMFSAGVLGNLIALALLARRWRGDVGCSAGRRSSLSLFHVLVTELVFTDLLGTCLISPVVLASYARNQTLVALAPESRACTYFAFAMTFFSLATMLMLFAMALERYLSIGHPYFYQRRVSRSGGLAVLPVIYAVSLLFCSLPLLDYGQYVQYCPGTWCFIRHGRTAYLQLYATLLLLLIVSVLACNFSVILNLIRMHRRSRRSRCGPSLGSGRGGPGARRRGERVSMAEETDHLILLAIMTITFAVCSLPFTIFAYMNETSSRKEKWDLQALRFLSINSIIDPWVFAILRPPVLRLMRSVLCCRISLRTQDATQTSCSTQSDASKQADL
zVAD death inh – blocks zVAD induced death of L929 cells; L929 zVAD necroptosis rescue, ATP luminescence, 24 h; with zVAD 60 µM; viability rescue, % at 10 µM; hit rate 0.38% among 220,000;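 active means activation, scaled between plate controls, above about 75%, limit read from the data; inactive means activation under that limit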;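 further: 0% = zVAD with DMSO and 100% = DMSO alone without zVAD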
Rad51 HR inh – blocks human Rad51 in homologous recombination | hRad51 DNA strand exchange, fluorescence dequenching | inhibition, % at 10 µM | hit rate 0.085% among 200,000 | AID 1385;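 active means inhibition above 40% at the single screening dose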;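 further: 0% = DMSO control wells and 100% = blanks with heterologous ssDNA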
Target sequence (Q06609 whole entry, looked up): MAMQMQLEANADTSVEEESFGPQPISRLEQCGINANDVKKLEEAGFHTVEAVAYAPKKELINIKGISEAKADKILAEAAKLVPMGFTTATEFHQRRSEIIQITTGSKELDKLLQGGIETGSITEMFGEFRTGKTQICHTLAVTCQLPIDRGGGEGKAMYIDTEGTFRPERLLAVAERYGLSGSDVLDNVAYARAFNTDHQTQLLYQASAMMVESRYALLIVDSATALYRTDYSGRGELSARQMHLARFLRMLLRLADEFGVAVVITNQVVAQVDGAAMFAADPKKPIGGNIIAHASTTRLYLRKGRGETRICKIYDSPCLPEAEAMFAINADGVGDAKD
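System: human Rad51 nucleoprotein filaments preassembled on unlabelled ssDNA. Reagent: labelled 47-mer dsDNA for strand exchange. Schedule: 30-min compound preincubation and 15-min exchange, both room temperature. Measured by: FRET fluorescence dequenching, excitation 485 nm, emission 520 nm. Read-out: Fluorescence-based percent inhibition, control- and blank-normalised. Benchmarks: plate controls and plate blanks.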
Hck Nef HTS – blocks Nef-activated human Hck kinase; hit rate 0.68% among 220,000; inhibition, % at 20 µM; P08631; Recombinant Hck-YEEI plus Nef, Z-Lyte FRET kinase assay;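 active means Hck-Nef kinase inhibition above about 50%, limit read from the data; inactive means inhibition below that limit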;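 further: 0% = DMSO with Hck plus Nef and 100% = Hck alone without Nef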
TbHK1 inh – T. brucei hexokinase 1 inhibition; recombinant TbHK1, G6PDH-coupled NADH A340; inhibition, % at 10 µM; hit rate 0.11% among 220,000; AID 1430;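 active means inhibition of 50% or more in the single-dose primary screen; inactive means inhibition below 50%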
m-calpain inh – calpain II (pig) inhibition | purified calpain II, fluorogenic peptide substrate, 30 min | inhibition, % at 16 µM | hit rate 0.37% among 220,000 | AID 1236;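 active means inhibition above about 50%, limit read from the data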
EP2 antag – blocks the human prostaglandin E2 receptor EP2; inhibition, % at 25 µM; P43116; hit rate 0.52% among 260,000; C6 glioma cells expressing human EP2, cAMP TR-FRET; cells stimulated with saturating PGE2; AID 1422;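 active means percent inhibition above 40 after rounding to a whole number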;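 further: rat C6 glioma host cells with rolipram phosphodiesterase inhibitor present; the protocol text gives 20 µM as final concentration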
eIF4E-4G inh – inhibitors of eIF4E and eIF4G interaction in translation initiation; P63073+Q04637; TR-FRET eIF4E-eIF4GI(517-606) binding, 2 h; hit rate 0.37% among 220,000; inhibition, % at 21.7 µM;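 active means inhibition above about 30%, limit read from the data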;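 further: 0% = full FRET control wells and 100% = background wells lacking eIF4GI fragment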
Active calls of the source: *; i = inactive; . = not tested or not shown; [ ] = dose if it differs, or a comment. These rows are one share of the data; rates above refer to the full screens.

SMILES | 14-3-3 Bad inh | EP2 mod | zVAD death inh | Rad51 HR inh | Hck Nef HTS | TbHK1 inh | m-calpain inh | EP2 antag | eIF4E-4G inh
Oc1ccccc1N1CCN(C(=S)NCCc2ccccc2)CC1 | -19 | -19 | 0.9 | 4 | 6 | 5 | -8 | 6 | 16
COc1ccc(N2CC(C(=O)Nc3ccc(F)cc3F)CC2=O)cc1 (stereo not given) | -12 | 0 | -0.5 | -10 | -4 | -3 | -32 | 12 | 10
O=C(C1CC1)N1CCc2cc(S(=O)(=O)N(CCO)Cc3ccccc3)ccc21 | 4 | 0 | 0.5 | . | 10 | 6 | -4 | . | 1
COc1ccc(CCNC(=O)CSc2nc3[nH]ncc3c(=O)n2-c2ccc(C)c(Cl)c2)cc1OC | 0 | -7 | -1.4 | 2 | 6 | 2 | 31 | 3 | -2
COc1ccccc1OP(=O)(O)Oc1ccccc1OC | -9 | -15 | 3.3 | 10 | 14 | -3 | -25 | 4 | 1
O=Cc1ccc(-c2ccc(F)cc2)o1 | -6 | 8 | 1.8 | 3 | 3 | -28 | -16 | 5 | -2
Cc1ccc(C)c(N(CC(=O)NN=C2CCN(C)CC2)S(=O)(=O)c2ccccc2)c1 | -5[fluorescence artefact?] | -5 | 0.6 | -3 | 3 | 33 | -6 | 5 | 0
Cc1cc(-c2nc(C)c(-c3nnc(SCC(=O)Nc4ccc(Cl)cc4)n3C)s2)no1 | 5 | -14 | 0.4 | 4 | 3 | -15 | -156 | 11 | 0
O=C(O)c1ccc(COc2ccccc2/C=C2/NC(=O)N(c3cccc(Cl)c3)C2=O)cc1 | -21 | -11 | -0.1 | . | 3 | 1 | -21 | 11 | -3
COc1ccccc1C(=O)NCC(=O)N/N=C/c1cc(Br)ccc1OCc1ccccc1 | 12 | -49 | 2.2 | . | 1 | -3 | -32 | 6 | 1
O=C1CCC(=O)N1CCSC(=S)N1CCOCC1 | -9 | 17 | 1.1 | . | 11 | -5 | -11 | 8 | 5
COCc1cc(=O)[nH]c2c1c(-c1ccccc1)nn2C | 4 | -17 | -0.1 | -6 | 11 | 49 | -38 | 5 | 0
O=C(COc1ccccc1)N1CCN(c2nnc(-c3ccccc3)c3ccccc23)CC1 | -2 | -7 | -0.3 | -2 | 1 | 5 | 11 | 4 | 8
O=C(CN(c1ccc(Cl)cc1)S(=O)(=O)c1ccc(Cl)c([N+](=O)[O-])c1)NCCc1ccccc1 | -11 | -13 | -0.7 | . | 9 | -5 | -42 | 4 | -4
COc1cc2c(cc1OC)C(c1ccc(-c3cc(Cl)ccc3Cl)o1)=NCC2 | 39 | 50 | -0.9 | -14 | -4 | -11 | 24 | 12 | 4
N/C(=N\OC(=O)c1cc(-c2ccccc2)nc2ccccc12)c1cccnc1 | 0 | 4 | 0.3 | . | 0 | -6 | -11 | 13 | 8
CCN(CC)S(=O)(=O)c1cccc(C(=O)Nc2cccnc2)c1 | 9 | 6 | -0.5 | 0 | 3 | -5 | 12 | 2 | -11
CN(C)C(=O)/C(=C\c1ccncc1)NC(=O)c1ccccc1 | 1 | 22 | 1.2 | -2 | 14 | -6 | -13 | 11 | 0
Cc1ccc(S(=O)(=O)CC(C)N2CCOCC2)c(S(=O)(=O)CC(C)N2CCOCC2)c1 (stereo not given) | 3[fluorescence artefact?] | 17 | 0.0 | -1 | 3 | -1 | -3 | 4 | 2[fluorescence artefact?]
O=C(c1ccccc1)N1N=C(c2ccccc2)CC1c1ccccc1[N+](=O)[O-] (stereo not given) | -23 | 44 | 2.4 | 4 | 3 | -6 | -3 | 6 | 0
O=C(NC1CCCCC1)C(c1cccnc1)N(C(=O)c1csnn1)C1CCCC1 (stereo not given) | 1 | 10 | -0.8 | -3 | 8 | 6 | -14 | 8 | 6
COCC(C)NC(=O)c1ccc(N(C)C)cc1 (stereo not given) | 1 | 9 | 1.2 | -5 | -7 | -5 | -6 | 2 | 1
CCN(CC)C(=O)c1sc(NC(=O)c2ccc(Br)o2)c(C(=O)OC)c1C | -1[fluorescence artefact?] | -5 | 0.1 | 17 | -1 | -37 | 41 | 13 | -3[fluorescence artefact?]
c1cnc(N2CCN(Cc3c[nH]c4ccccc34)CC2)nc1 | -9 | -2 | 0.5 | -8 | 1 | 6 | 7 | 11 | -13
COc1ccc(NC(=O)Nc2ccc(F)c(F)c2)c(OC)c1 | -4 | -16 | 11 | . | 1 | -4 | -21 | 6 | 1

The final 4 records of the part before come first, to join the parts:
SMILES | 14-3-3 Bad inh | EP2 mod | zVAD death inh | Rad51 HR inh | Hck Nef HTS | TbHK1 inh | m-calpain inh | EP2 antag | eIF4E-4G inh
COCC(C)NC(=O)c1ccc(N(C)C)cc1 (stereo not given) | 1 | 9 | 1.2 | -5 | -7 | -5 | -6 | 2 | 1
CCN(CC)C(=O)c1sc(NC(=O)c2ccc(Br)o2)c(C(=O)OC)c1C | -1[fluorescence artefact?] | -5 | 0.1 | 17 | -1 | -37 | 41 | 13 | -3[fluorescence artefact?]
c1cnc(N2CCN(Cc3c[nH]c4ccccc34)CC2)nc1 | -9 | -2 | 0.5 | -8 | 1 | 6 | 7 | 11 | -13
COc1ccc(NC(=O)Nc2ccc(F)c(F)c2)c(OC)c1 | -4 | -16 | 11 | . | 1 | -4 | -21 | 6 | 1
O=C(Nc1ccc(NC(=O)C2CC2)nc1)c1cccc(F)c1 | 0 | 13 | 31 | -9 | 3 | 2 | -4 | 9 | -1
CCOc1ccccc1C(=O)NCCC(=O)O | 4 | 4 | 0.2 | -2 | -6 | -4 | 11 | 3 | 1
Cc1c(C(C)C)c(=O)n(-c2ccc(S(=O)(=O)N3CCOCC3)cc2)n1C | 1 | 20 | 3.0 | -1 | 19 | -5 | 3 | 6 | 0
CCCn1nc(C(=O)N2CCc3ccccc3C2)c2ccccc2c1=O | 4 | 21 | 0.1 | 5 | 1 | 3 | 1 | 13 | -2
CCOCCCNC(=S)Nc1ccc(S(N)(=O)=O)cc1 | 4 | 0 | 0.7 | 5 | 8 | -1 | -3 | 0 | 13
Nc1nnc(SCC(=O)OCC(=O)NC2CCCCC2)s1 | -5 | 25 | 1.2 | -2 | 21 | 0 | 14 | 5 | -1
COc1nc(SCC(=O)Nc2ccccc2Cl)nc(N(C)C)n1 | 4 | 12 | 0.1 | 12 | -5 | 1 | 17 | 8 | -1
N[C@@H](Cc1ccccc1)c1nnc(SC/C=C/c2ccccc2)o1 | 4 | -30 | 0.1 | 12 | 23 | -10 | -4 | 5 | 5
CN1C(=O)c2ccccc2N(C)C1c1cccs1 (stereo not given) | 4 | -10 | -0.1 | -2 | 4 | -2 | i | 12 | 7
O=C(O)Cc1sc(-c2ccc(C(=O)O)cc2)nc1-c1ccccc1 | 15 | 14 | -0.2 | . | -8 | -31 | -81 | 15 | 2
Cc1nnc2sc(SCc3ccccc3Cl)nn2c1=O | 0 | 13 | 3.9 | 21 | 17 | -20 | -34 | 4 | 0
CCOC(=O)c1ccc(N2C(=O)c3n[nH]c(C)c3C2c2ccc(OC)cc2)cc1 (stereo not given) | -8 | 4 | 0.8 | 10 | -1 | 8 | -26 | 13 | -4
CCCCOc1ccc(/C(O)=C2/C(=O)C(=O)N(CCCOC)C2c2ccncc2)cc1 (stereo not given) | 24 | 26 | 1.7 | 5 | 0 | -20 | 20 | 13 | 5
CCSc1nc(O)cc(=O)n1CC | -7 | 11 | 0.0 | -21 | -31 | 10 | 12 | 5 | 1
Fc1ccc(C(Nc2ccccn2)c2c[nH]c3ccccc23)cc1 (stereo not given) | -11 | 49 | 2.8 | -2 | 19 | -1 | -16 | 7 | 1
O=C(c1ccco1)c1cn[nH]c1-c1ccc(Cl)cc1O | -12 | -27 | 1.5 | 4 | 3 | -9 | 0 | 21 | -4
COc1cc(C(C(=O)NC(C)(C)C)N(Cc2ccc3c(c2)OCO3)C(=O)c2cnccn2)cc(OC)c1OC (stereo not given) | 2 | 18 | 0.1 | 8 | -1 | -5 | 23 | 11 | 15
COc1ccc(-c2cc(-c3cc(OC)ccc3O)[nH]n2)cc1 | -5 | -55 | 0.8 | -3 | 8 | -2 | 16 | 7 | -7
CCOC(=O)N1CCN(Cc2cn[nH]c2-c2cc3ccccc3o2)CC1 | -9 | 7 | 3.5 | 4 | 19 | -1 | -15 | 11 | -2
Cc1ccccc1N1C(=O)C2C3C=CC(C2C1=O)N(C)C3=O (stereo not given) | -4 | -25 | 0.4 | 0 | 4 | 1 | -8 | 9 | 2
Cc1ccc(Cn2cnc3sc4c(c3c2=O)CCC4)c(C)c1 | -17 | 18 | -0.3 | 5 | -1 | 4 | -11 | -1 | -4
COCCN(Cc1ccccc1)C(=O)c1c(C)nn(-c2ccccc2)c1C | -6 | -23 | 0.3 | -5 | -21 | 9 | 15 | 4 | 0
COc1ccc(Cc2c(O)nc[nH]c2=O)cc1 | -9 | 18 | -0.2 | 0 | -1 | 2 | 26 | 9 | 0
COC(=O)c1cc(=O)c2c([N+](=O)[O-])ccc(OC)c2o1 | 1 | -1 | 0.1 | -37 | 1 | -9 | 0 | 10 | -3[fluorescence artefact?]
NC(=O)CSc1nnc(-c2ccncc2)o1 | -13 | 10 | 0.1 | 12 | 5 | 1 | -27 | 4 | 2
SMILES | 14-3-3 Bad inh | EP2 mod | zVAD death inh | Rad51 HR inh | Hck Nef HTS | TbHK1 inh | m-calpain inh | EP2 antag | eIF4E-4G inh
CCOc1ccccc1CNC(=O)CCCc1cn(C)c2ccccc12 | -3 | -45 | . | . | -9 | 3 | 30 | 7 | -1[fluorescence artefact?]
Cc1cc(C(=O)OCC(=O)N2C(C)CCCC2C)c(C)o1 (stereo not given) | 1 | -7 | 0.2 | -12 | 2 | -1 | -6 | 11 | -2
CCCCCCCC(=O)OCC(=O)[C@@]1(O)CC[C@H]2[C@@H]3CCC4=CC(=O)CC[C@]4(C)[C@H]3[C@@H](O)C[C@@]21C | 5 | -20 | 67 | -2 | -5 | 11 | 44 | 11 | 5
C[C@H]1C(=O)N(C)CCN1C(=O)c1ccccc1OC1CCN(S(C)(=O)=O)CC1 | -10 | 14 | 39 | 17 | 15 | -1 | -27 | 1 | -2
O=c1cc(-c2ccc(O)c(-c3c(O)cc(O)c4c(=O)cc(-c5ccc(O)cc5)oc34)c2)oc2cc(O)cc(O)c12 | 3 | 11 | 6.5 | 3 | 53* | -10 | -6 | 8 | 12[fluorescence artefact?]
Cc1ccc(NC(=O)C2CCCN(C(=O)c3ccc(Cl)cc3)C2)cc1C (stereo not given) | 0 | -48 | 3.0 | -6 | 15 | 2 | 1 | 9 | 2
NS(=O)(=O)c1cccc(NC(=O)COC(=O)CCCc2c[nH]c3ccccc23)c1 | -6 | -30 | 0.1 | 6 | -12 | -6 | -25 | 1 | -1
CCCCCCC(=O)N1CCCC(c2nc(-c3cccc(OC)c3)no2)C1 (stereo not given) | -4 | 7 | 0.9 | 5 | 26 | -14 | 27 | 2 | -11
FC(F)(F)c1ccc(CN2C[C@@H]3C(c4ccccc4)C4(c5cccnc5)CC3(C4)[C@H]2c2ccccc2)cc1 (stereo not given in full) | -2 | 28 | 1.6 | -1 | 23 | -5 | -2 | 12 | 1
O=C(CSc1nc2ccccc2c(=O)[nH]1)N1CCCCC1 | 5[fluorescence artefact?] | 20 | 0.3 | -6 | 1 | -5 | 9 | 8 | 2
CC(NC(=O)CCl)c1ccc(Cl)c(Cl)c1 (stereo not given) | -8 | -3 | 1.7 | . | 2 | -3 | -14 | 16 | -4

Screens deposited in PubChem BioAssay by several laboratories.
